# Pf Dd2 inh: P. falciparum Dd2 growth inhibitors, primary screen, SYBR Green fluorescence, single dose replicates. 72 h; stronger effect = lower value. activity change, % at 10 µM. actives 2.3% (n = 94,000). AID 1159554, 2015; in the data active = activity change below about -80%
# C diff growth: C. difficile growth inhibitors, primary screen, HTS | Clostridium difficile clinical isolate growth, OD600, 24 h; stronger effect = lower value | growth activity, negative = inhibition, % at 16 µg/mL (by protocol) | actives 0.25% (n = 86,000) | AID 1259249, 2017;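 active = mean growth activity at or below -80% and every replicate also at or below -80%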;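 note: 0% = DMSO wells and -100% = levofloxacin 16 µg/mL wells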
# GASC1 inh: inhibitors of GASC-1 (KDM4C) histone demethylase, primary screen, biochemical, single concentration HTS; actives 0.15% (n = 96,000); Lysine-specific demethylase 4C (Homo sapiens), Q9H3R0; inhibition, % at 12.5 µM; GST-KDM4C 2-372, H3K9me3 peptide, LANCE TR-FRET;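 active = mean replicate inhibition above about 25%, with at least 55% of replicates also reaching it, limit read from the data, passing the limit was not always enough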
# Target sequence (Q9H3R0 2-372 limits assumed): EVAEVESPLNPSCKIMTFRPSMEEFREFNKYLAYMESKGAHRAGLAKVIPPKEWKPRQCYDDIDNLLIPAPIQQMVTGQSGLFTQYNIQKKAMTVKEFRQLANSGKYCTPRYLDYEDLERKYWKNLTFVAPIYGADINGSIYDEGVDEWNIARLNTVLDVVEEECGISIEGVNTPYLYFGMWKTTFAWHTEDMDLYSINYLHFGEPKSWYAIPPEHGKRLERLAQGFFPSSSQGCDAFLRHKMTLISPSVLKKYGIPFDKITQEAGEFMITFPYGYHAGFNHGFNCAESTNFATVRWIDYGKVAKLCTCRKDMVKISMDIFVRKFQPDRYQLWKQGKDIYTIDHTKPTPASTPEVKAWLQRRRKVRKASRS
#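 reagent = H3K9me3 peptide substrate, Fe(II), 2-oxoglutarate | system = GST-tagged GASC-1 (JMJD2C) catalytic fragment, aa 2-372 | amount = enzyme final amount 10 nM | read-out = Fall in 671/618 emission ratio as inhibition | medium = HEPES buffer, pH 7.5, plus ascorbate | schedule = 30 min reaction, 60 min detection, RT | measured by = LANCE TR-FRET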
# Tcruzi prolif: T. cruzi intracellular proliferation inhibitors, primary screen, cell-based, beta-gal Tulahuen parasites, NIH3T3 host, luminescence | inhibition, % at 8.34 µM | AID 624255, 2012 | actives 5.9% (n = 77,000) | T. cruzi beta-gal in NIH3T3, GalScreen luminescence, 90 h;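 active = mean inhibition above about 93%, with at least 55% of replicates each passing it, limit read from the data, passing the limit was not always enough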
# * hit, by the source's call; nt = no result given; & = joins results of further samples.
# Short keys – A = Pf Dd2 inh; B = C diff growth; C = GASC1 inh; D = Tcruzi prolif
COc1ccc(S(=O)(=O)Nc2ccc3c(c2)C(=O)N([C@H](C)CO)C[C@H](C)[C@@H](CN(C)S(=O)(=O)c2ccc(C)cc2)O3)cc1
  A: -41	B: 8	C: 1.0	D: 12

C[C@H]1CN([C@@H](C)CO)C(=O)c2cc(/C=C/c3ccccc3)cnc2O[C@@H]1CN(C)S(=O)(=O)c1cccs1
  A: -67	B: -8	C: -0.3	D: nt

CCc1nc(N2[C@@H](C#N)[C@H](c3ccccc3-c3ccccc3C)[C@@H]2CO)sc1C
  A: -54	B: 14	C: 0.2	D: nt

O=S(=O)(c1ccccc1)N1C[C@@H]2[C@H](c3ccccc31)[C@@H](CO)N2Cc1ccc2c(c1)OCO2
  A: -18	B: -6	C: -2.6	D: 79

CO[C@@H]1CN(C)C(=O)c2ccc(NS(C)(=O)=O)cc2OC[C@H](C)N(C(=O)NC(C)C)C[C@@H]1C
  A: 36	B: nt	C: 2.0	D: 21

CN1C(=O)c2cc(NC(=O)c3cccc(F)c3)ccc2OC[C@@H]2O[C@@H](CC(=O)N3CCc4ccccc4C3)CC[C@@H]21
  A: -14	B: 0	C: -4.9	D: 68

CO[C@@H]1CN(C)C(=O)c2cc(NC(=O)Nc3ccccc3F)ccc2OC[C@@H](C)N(C(=O)Nc2ccccc2F)C[C@H]1C
  A: -30	B: nt	C: -0.2	D: 46

CN(C)C(=O)c1cccc(-c2ccc3n(c2=O)C[C@@H]2[C@@H](CO)[C@H](C(=O)NCC4CC4)N[C@H]32)c1
  A: nt	B: 3	C: 0.2	D: -8

COc1ccc(-c2cnc3c(c2)C(=O)N([C@H](C)CO)C[C@H](C)[C@H](CN(C)S(C)(=O)=O)O3)cc1
  A: 23&-27	B: -11&-10	C: -1.7	D: 72&56

O=C(C[C@@H]1CC[C@@H]2[C@H](COC[C@H](O)CN2Cc2ccncc2)O1)NCC1CC1
  A: 4	B: 2	C: 1.9	D: -22

O=C(C[C@H]1CC[C@H]2[C@@H](COC[C@@H](O)CN2Cc2nccs2)O1)NCc1ccccc1
  A: 4	B: nt	C: -0.3	D: -2

CO[C@H]1CN(C)C(=O)c2ccc(NC(=O)c3ccc(F)cc3)cc2OC[C@@H](C)N(C(=O)c2ccc(F)cc2)C[C@@H]1C
  A: -55	B: nt	C: 0.2	D: 12

CC(=O)Nc1ccc2c(c1)C(=O)N(C)[C@H]1CC[C@H](CC(=O)Nc3ccc(C)cc3)O[C@@H]1CO2
  A: 5	B: -1	C: 0.6	D: 11

CCC(=O)N(C)C[C@H]1Oc2ncc(C#CC(C)C)cc2C(=O)N([C@@H](C)CO)C[C@H]1C
  A: 34	B: 3	C: -1.4	D: nt

O=S(=O)(Cc1ccccc1)N1CCCCN2[C@H](CO)[C@H](c3ccc(C#Cc4ccccc4)cc3)[C@H]2C1
  A: -67	B: 22	C: -4.2	D: -2

C[C@H]1CCCCO[C@H](CN(C)S(=O)(=O)c2ccc(F)cc2)[C@@H](C)CN([C@@H](C)CO)C(=O)c2cc(NC(=O)Nc3ccc4c(c3)OCO4)ccc2O1
  A: -76	B: -1	C: 0.4	D: 79

COc1ccc(NC(=O)Nc2ccc3c(c2)C(=O)N([C@@H](C)CO)C[C@@H](C)[C@@H](CN(C)Cc2ccncc2)O3)cc1
  A: 18	B: 0	C: -0.9	D: 7

O=C(c1ccccc1)N1CC(=O)N2[C@H](C1)[C@@H](c1ccc(C#CC3CC3)cc1)[C@@H]2CO
  A: -34	B: -2	C: -2.7	D: nt

C[C@H](CO)N1C[C@H](C)[C@@H](CN(C)Cc2ccc(C(=O)Nc3ccccc3N)cc2)Oc2ccc(NS(=O)(=O)c3cccs3)cc2CC1=O
  A: -13	B: -10	C: -0.2	D: 40

CC(=O)N(C)C[C@@H]1Oc2ncc(-c3cccc(C#N)c3)cc2C(=O)N([C@H](C)CO)C[C@H]1C
  A: 27	B: -1	C: -0.2	D: 24

# Sorted by value in GASC1 inh (rising): seven of the compounds above.
canonical_smiles | GASC1 inh
CN1C(=O)c2cc(NC(=O)c3cccc(F)c3)ccc2OC[C@@H]2O[C@@H](CC(=O)N3CCc4ccccc4C3)CC[C@@H]21 | -4.9
O=S(=O)(Cc1ccccc1)N1CCCCN2[C@H](CO)[C@H](c3ccc(C#Cc4ccccc4)cc3)[C@H]2C1 | -4.2
O=S(=O)(c1ccccc1)N1C[C@@H]2[C@H](c3ccccc31)[C@@H](CO)N2Cc1ccc2c(c1)OCO2 | -2.6
O=C(C[C@H]1CC[C@H]2[C@@H](COC[C@@H](O)CN2Cc2nccs2)O1)NCc1ccccc1 | -0.3
CO[C@@H]1CN(C)C(=O)c2cc(NC(=O)Nc3ccccc3F)ccc2OC[C@@H](C)N(C(=O)Nc2ccccc2F)C[C@H]1C | -0.2
CO[C@H]1CN(C)C(=O)c2ccc(NC(=O)c3ccc(F)cc3)cc2OC[C@@H](C)N(C(=O)c2ccc(F)cc2)C[C@@H]1C | 0.2
CO[C@@H]1CN(C)C(=O)c2ccc(NS(C)(=O)=O)cc2OC[C@H](C)N(C(=O)NC(C)C)C[C@@H]1C | 2.0

# Three entries out of the list, ordered by number of heavy atoms, high to low:
# Short keys – A = Pf Dd2 inh; B = C diff growth; C = GASC1 inh; D = Tcruzi prolif
O=S(=O)(Cc1ccccc1)N1CCCCN2[C@H](CO)[C@H](c3ccc(C#Cc4ccccc4)cc3)[C@H]2C1
  A: -67	B: 22	C: -4.2	D: -2

CC(=O)N(C)C[C@@H]1Oc2ncc(-c3cccc(C#N)c3)cc2C(=O)N([C@H](C)CO)C[C@H]1C
  A: 27	B: -1	C: -0.2	D: 24

O=C(C[C@H]1CC[C@H]2[C@@H](COC[C@@H](O)CN2Cc2nccs2)O1)NCc1ccccc1
  A: 4	B: nt	C: -0.3	D: -2

# (further entries)
# Short keys – A = Pf Dd2 inh; B = C diff growth; C = GASC1 inh; D = Tcruzi prolif
CC(C)NC(=O)N(C)C[C@@H]1Oc2ccc(NS(=O)(=O)c3ccc(Cl)cc3)cc2C(=O)N([C@@H](C)CO)C[C@H]1C
  A: 25	B: 0	C: 0.4	D: -7

O=C(CC1CC1)Nc1ccc2c(c1)[C@@H]1C[C@H](CC(=O)NC3CCCC3)O[C@H](CO)[C@@H]1O2
  A: 10	B: nt	C: -0.3	D: 10

C[C@@H]1CN([C@H](C)CO)C(=O)c2cccc(NS(=O)(=O)c3cccs3)c2O[C@H]1CN(C)Cc1ccc(Cl)c(Cl)c1
  A: -3	B: 4	C: -0.9	D: 46

C[C@H](CO)N1C[C@H](C)[C@@H](CN(C)Cc2ccc(-c3ccccc3)cc2)Oc2ccc(NC(=O)Nc3ccc(F)cc3)cc2C1=O
  A: 18	B: 27	C: 1.0	D: 11

CC(C)NC(=O)Nc1cccc2c1O[C@H](CN(C)Cc1ccncc1)[C@@H](C)CN([C@H](C)CO)C2=O
  A: 14	B: 0	C: nt	D: 45

CNC(=O)C[C@@H]1CC[C@@H]2[C@@H](COc3ccc(NC(=O)C(C)C)cc3C(=O)N2C)O1
  A: -3	B: 1	C: -2.8	D: -12

CCN1[C@@H]2Cn3c(ccc(C4=CCCCC4)c3=O)[C@H]1[C@@H](C(=O)N1CCOCC1)[C@@H]2CO
  A: nt	B: -1	C: 0.2	D: 23

O=C(C[C@H]1C[C@H]2c3cc(NC(=O)c4cccnc4)ccc3O[C@H]2[C@H](CO)O1)NCC1CC1
  A: 7	B: 1	C: -2.2	D: -1

C[C@H]1CN([C@@H](C)CO)C(=O)c2cccc(NC(=O)C3CCCCC3)c2O[C@@H]1CN(C)S(=O)(=O)c1ccc(F)cc1
  A: 6	B: 2	C: 0.1	D: 66

C[C@H]1CN([C@@H](C)CO)C(=O)c2cccc(NC(=O)Nc3ccc(F)cc3)c2O[C@H]1CN(C)CC1CCCCC1
  A: -15	B: 13	C: 1.4	D: 5

# Limited to Pf Dd2 inh and Tcruzi prolif (two entries from above):
molecule	Pf Dd2 inh	Tcruzi prolif
C[C@H]1CN([C@@H](C)CO)C(=O)c2cccc(NC(=O)C3CCCCC3)c2O[C@@H]1CN(C)S(=O)(=O)c1ccc(F)cc1	6	66
C[C@H]1CN([C@@H](C)CO)C(=O)c2cccc(NC(=O)Nc3ccc(F)cc3)c2O[C@H]1CN(C)CC1CCCCC1	-15	5

# Next section
# Short keys – A = Pf Dd2 inh; B = C diff growth; C = GASC1 inh; D = Tcruzi prolif
COc1ccc(NC(=O)N(C)C[C@@H]2Oc3ccc(NS(=O)(=O)c4ccc(Cl)cc4)cc3C(=O)N([C@H](C)CO)C[C@@H]2C)cc1
  A: -3	B: -2	C: -2.5	D: -36

COc1ccc(S(=O)(=O)N(C)C[C@@H]2Oc3ccc(NC(=O)c4ccncc4)cc3C(=O)N([C@H](C)CO)C[C@@H]2C)cc1
  A: -2	B: -5	C: 4.3	D: 14

COc1cccc(NC(=O)N2CC(=O)N3[C@H](CO)[C@@H](c4ccc(Br)cc4)[C@H]3C2)c1
  A: -14	B: 0	C: 0.9	D: nt

CNC[C@@H]1Oc2ccc(NS(=O)(=O)c3ccc(Cl)cc3)cc2CC(=O)N([C@H](C)CO)C[C@H]1C
  A: 14	B: 8	C: 0.5	D: nt

COc1ccc(S(=O)(=O)Nc2ccc3c(c2)C(=O)N([C@@H](C)CO)C[C@@H](C)[C@@H](CN(C)Cc2ccncc2)OCCCC[C@@H](C)O3)cc1
  A: -38	B: -1	C: -1.6	D: 96

C[C@@H]1CN([C@H](C)CO)C(=O)c2cc(NC(=O)CCN3CCOCC3)ccc2O[C@@H]1CN(C)Cc1ccc(Oc2ccccc2)cc1
  A: 3	B: -7	C: -0.1	D: 47

O=S(=O)(c1ccccc1)N1C[C@@H]2[C@H](c3ccccc31)[C@@H](CO)N2Cc1ccccc1
  A: -1	B: 21	C: -1.5	D: 67

# Assay outcomes: PubChem BioAssay, Broad Institute
